HIV fusion peptide: inhibitors of HIV fusion peptide binding, primary screen, biochemical, uHTS, fluorescence dequenching (AID 1986). cell-free peptide binding, fluorescence dequenching, 30 min; higher % means a stronger effect. inhibition, % at 20 µM, or IC50 in µM where a hit was titrated. 290,000 compounds, 0.3% hits; in the data active = inhibition mostly above about 52%, no sharp cut-off; inactive = mostly below about 76%; also: some results filed as inactive read as strong as hits
AID2073: inhibitors of Mint1-CaV2.2 protein interaction, biochemical, HTRF (AID 2073). Voltage-dependent N-type calcium channel subunit alpha-1B (Homo sapiens). HTRF protein-protein interaction, Mint1-CaV2.2; higher % means a stronger effect. inhibition, % at 20 µM, or IC50 in µM where a hit was titrated. 290,000 compounds, 0.19% hits; in the data active = inhibition mostly above about 51%, no sharp cut-off; inconclusive = no clear call, values can overlap the other calls; inactive = mostly below about 53%; also: some results filed as inactive read as strong as hits
SV40 large T antigen: SV40 large T antigen inhibitors, biochemical (AID 1903) | SV40 large T antigen ATPase/helicase inhibition assay; higher % means a stronger effect | inhibition, % at 20 µM, or IC50 in µM where a hit was titrated | 310,000 compounds, 0.39% hits; in the data active = a potency from the dose series; inconclusive = inhibition mostly from about 32% at the one dose, without a potency; inactive = the rest, 99 in 100 with inhibition below about 32%; also: strong numbers were not always called active
NS5 inhibitors: Dengue-2 NS5 methyltransferase inhibitors, primary screen, biochemical, confirmation dose response (AID 588689) | Genome polyprotein (Dengue virus type 2 (strain 16681-PDK53)) | Dengue-2 NS5 methyltransferase capping enzyme assay, biochemical; higher % means a stronger effect | inhibition, % at 25 µM; hits with a dose series show IC50 in µM | 340,000 compounds, 0.3% hits; in the data active = a potency from the dose series; inconclusive = inhibition above about 29% without an active follow-up result
LYP inhibition: inhibitors of LYP phosphatase, biochemical, fluorescence intensity, uHTS (AID 1779). 290,000 compounds, 0.054% hits. inhibition, % at 11.5 µM, or IC50 in µM where a hit was titrated. recombinant LYP phosphatase, fluorescence intensity; higher % means a stronger effect. Tyrosine-protein phosphatase non-receptor type 22 (Homo sapiens); in the data active = inhibition above about 50%;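 also: plate controls were vehicle with enzyme for no effect and no enzyme for full effect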
RSV antiviral HEp-2: RSV antiviral activity via CPE protection, HEp-2 cells, primary 10 µM value included (AID 2391). 310,000 compounds, 0.13% hits. HEp-2 cells, RSV-induced CPE inhibition; higher % means a stronger effect. one-dose CPE inhibition, % at 10 µM; IC50 in µM for titrated hits; in the data active = a potency from the dose series; inconclusive = CPE inhibition mostly from about 23% at the one dose, without a potency; inactive = the rest, 99 in 100 with CPE inhibition below about 21%; also: strong numbers were not always called active
Rac1 GTP hydrolysis: MgcRacGAP GTPase-activating activity inhibitors, confirmation, biochemical, ADP Hunter fluorescence; Rac GTPase-activating protein 1 (Homo sapiens); MgcRacGAP-stimulated Rac1 GTP hydrolysis, ADP Hunter fluorescence; higher % means a stronger effect; GST-tagged Rac1 F28L mutant substrate; inhibition, % at 30 µM; hits with a dose series show IC50 in µM; 340,000 compounds, 0.6% hits;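 active = first-screen hits whose inhibition reached a set limit at any dose in the follow-up dose series; inconclusive = inhibition above the set first-screen limit but never retested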;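 also: fluorescence reports GDP produced by GAP-driven GTP hydrolysis; strong numbers were not always called active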
Siah-1 displacement: Siah-1 peptide-binding antagonists, primary screen, biochemical, fluorescence polarization, rhodamine-plectin, uHTS (AID 1817). E3 ubiquitin-protein ligase SIAH1 (Homo sapiens). Siah-1 / rhodamine-plectin peptide fluorescence polarization; higher % means a stronger effect. displacement, % at 20 µM, or IC50 in µM where a hit was titrated. 290,000 compounds, 0.02% hits;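 active = displacement of at least 50% at 20 µM, with a fluorescence ratio check between 0.3 and a set limit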;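 also: plate controls were Siah plus tracer with DMSO for no effect and tracer alone without Siah for full effect; strong numbers were not always called active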
XIAP antagonists: XIAP antagonists, biochemical, IAP family, fluorescence polarization (AID 1018) | XIAP BIR domain, fluorescence polarization peptide displacement; higher % means a stronger effect | displacement, % at 20 µM, or IC50 in µM where a hit was titrated | 200,000 compounds, 0.007% hits; in the data active = displacement above about 50%; also: a part of the inactive calls stands beside numbers as strong as those of hits
NS5 inhibitors pilot replicate: recorded beside NS5 inhibitors, whose call it bears; inhibition, %; measured here: pilot screen replicate inhibition
An asterisk follows results filed as active; ? = inconclusive; . = no result given. These rows are one share of the data; rates above refer to the full screens.

SMILES	HIV fusion peptide	AID2073	SV40 large T antigen	NS5 inhibitors	LYP inhibition	RSV antiviral HEp-2	Rac1 GTP hydrolysis	Siah-1 displacement	XIAP antagonists	others
O=C(O)C1(c2ccc(Cl)cc2)CCC1	1.1%	-4.2%	24.1%	4.3%	0.4%	-0.1%	12.6%	0.4%	3.1%
CCCCCCn1c(O)c(C=Nc2ccccc2N2CCOCC2)c(=O)[nH]c1=S	5.8%	38.8%	2.0%	.	3.0%	.	.	5.6%	.
Cc1ccc2c(c1)c(=O)c1c3n2CCN(CC2CO2)C3CC1 (configuration not stated)	-1.6%	10.5%	8.8%	2.9%	-7.5%	-0.1%	2.6%	2.7%	-2.1%
O=C(N/N=C/c1c(O)n(C2CCCCC2)c(=S)[nH]c1=O)c1ccccc1O	17.7µM*	12.4%	11.1%	25.9%	2.4%	6.3%	8.7%	-11.7%	.
CC(C)OP(=O)(OC(C)C)C(NCc1ccccc1)c1ccccc1 (configuration not stated)	0.4%	-7.0%	6.2%	-3.0%	-11.2%	-1.6%	-0.4%	-4.6%	-8.9%
Cn1cccc1/C=C1/C(=O)NC(=O)N(C(C)(C)C)C1=O	-0.7%	7.3%	7.3%	-5.5%	-6.6%	-1.4%	3.8%	-1.2%	.
CCOC(=O)c1nc2ccccc2c(=O)n1-c1cccc(C)c1	0.9%	-1.4%	7.3%	-8.1%	3.9%	1.3%	6.7%	1.9%	-0.2%
CCOC(=O)c1c(-c2ccccc2)oc2ccc(OC(=O)N(C)C)cc12	-2.0%	5.9%	10.4%	-0.7%	-3.5%	9.1%	6.1%	-1.6%	1.1%	NS5 inhibitors pilot replicate=1.4
CCC1CCCCN1P(=O)(c1ccc(C)o1)C(C)(C)C (configuration not stated)	5.9%	-4.4%	7.0%	-2.1%	10.4%	-0.3%	-0.8%	1.2%	-8.2%
COc1ccc(C(=O)Cn2c(NCCCl)nc3ccccc32)cc1	-1.1%	10.9%	4.3%	-1.6%	-7.7%	-0.2%	3.4%	-1.9%	.
COc1ccc(-c2nn(CCC#N)cc2C(=O)Nc2ccccc2)cc1OC	1.3%	8.4%	12.7%	-2.3%	-8.0%	0.2%	4.7%	3.4%	.
COc1cc(C(O)CNC(C)C)cc(F)c1OC (configuration not stated)	.	.	2.4%	-3.1%	.	0.1%	0.4%	.	.

Next part; the last 2 above are carried over.
SMILES	HIV fusion peptide	AID2073	SV40 large T antigen	NS5 inhibitors	LYP inhibition	RSV antiviral HEp-2	Rac1 GTP hydrolysis	Siah-1 displacement	XIAP antagonists	others
COc1ccc(-c2nn(CCC#N)cc2C(=O)Nc2ccccc2)cc1OC	1.3%	8.4%	12.7%	-2.3%	-8.0%	0.2%	4.7%	3.4%	.
COc1cc(C(O)CNC(C)C)cc(F)c1OC (configuration not stated)	.	.	2.4%	-3.1%	.	0.1%	0.4%	.	.
CCc1ccccc1NC(=O)CSc1nnc([C@@H](N)Cc2c[nH]c3ccccc23)o1	-2.2%	-7.8%	1.4%	-4.8%	-3.2%	1.0%	-0.6%	0.5%	-2.4%
CCC(NC(=O)OC(C)(C)C)C(=O)Oc1cc(C)cc2oc(=O)c3c(c12)CCC3 (configuration not stated)	-2.1%	6.4%	13.8%	-3.4%	-0.6%	9.9%	7.8%	5.0%	-18.6%	NS5 inhibitors pilot replicate=-1.2
COc1ccc(N2CCN(C(CNC(=O)Oc3ccccc3)c3cccnc3)CC2)cc1 (configuration not stated)	-2.1%	19.6%	22.2%	3.5%	-1.4%	-0.2%	24.7%	2.0%	-6.9%
Cc1c(N)c(C)c([N+](=O)[O-])c(C)c1[N+](=O)[O-]	0.4%	11.2%	.	-7.0%	-5.1%	4.8%	7.5%	7.8%	-0.1%
COC(=O)Nc1ccc(N=C(N)N[N+](=O)[O-])cc1	-0.9%	-7.8%	4.2%	0.0%	-1.2%	1.7%	1.9%	3.9%	-6.2%
COc1ccc(-n2c(SCCN(C)C)nc3ccccc3c2=O)cc1	-1.4%	3.4%	9.8%	5.4%	-5.8%	1.7%	-5.4%	0.2%	.
COc1cc(/C=N/NP(=S)(c2ccccc2)c2ccccc2)ccc1O	4.7%	-13.9%	36.3%	7.3%	-5.7%	23.2%	109µM*	-2.2%	-1.2%
Cc1ccc(-n2nc(C)c(C3C(C#N)=C(N)Oc4c3c(=O)oc3ccccc43)c2Cl)cc1 (configuration not stated)	-0.2%	6.7%	11.2%	.	10.6%	.	.	2.0%	-7.3%
Cn1cccc1/C=C1/C(=O)NC(=S)N(Cc2ccc(F)cc2)C1=O	49.9%	-2.1%	20.3%	>100µM*	-3.4%	0.4%	31.4%	1.6%	.
NP(=O)(OCCCCc1ccccc1)Oc1ccccc1Cl (configuration not stated)	-0.5%	9.5%	9.3%	-7.7%	-6.7%	-0.9%	10.2%	-1.4%	.
O=c1[nH]c(=S)n(C2CC2)c(O)c1/C=N/Nc1ccccc1	6.1%	-17.5%	8.87µM*	-1.9%	1.0%	-0.8%	20.9%	5.3%	-1.6%
OC(c1cccc(Cl)c1)(c1cccc(Cl)c1)C1CN2CCC1CC2 (configuration not stated)	-1.4%	4.1%	.	-4.4%	-6.9%	9.2%	2.3%	-2.5%	-11.1%
O=C(O)C1Cc2ccccc2N2CCCC12 (configuration not stated)	-2.3%	6.2%	34.1%	26.1%	-8.0%	0.1%	7.0%	-1.5%	.
CN1/C(=C\C=C2C(=O)NC(=O)NC2=O)C(C)(C)c2ccccc21	125.4%	-1.7%	-12.5%	?	9.6%	-3.7%	5.0%	4.5%	-9.5%
CNCC(O)c1cc(OCc2ccccc2)c(OCc2ccccc2)cc1F (configuration not stated)	.	.	10.2%	-7.1%	.	35.8%	7.9%	.	.
CCOC(=O)c1ccc(N=Cc2c(O)n(-c3ccc(OC)cc3)c(=S)[nH]c2=O)cc1	1.3%	-5.4%	8.5%	?	-1.9%	5.3%	3.7%	-8.4%	-10.2%
Cc1c(C(=O)Nc2ccccc2)c2cc(O)ccc2n1Cc1ccccc1	0.8%	12.5%	11.6%	5.0%	-7.8%	16.2%	13.9%	6.3%	.
CC(O)(CS(=O)(=O)c1cccc(C(F)(F)F)c1)C(=O)Nc1ccc(C(F)(F)F)cc1 (configuration not stated)	1.6%	5.1%	8.7%	-2.7%	2.2%	1.6%	2.5%	-2.2%	-0.6%
c1cncc(CNCCc2c[nH]c3ccccc23)c1	1.8%	9.9%	-1.4%	-5.3%	0.7%	0.2%	-1.5%	-0.1%	-5.1%
O=C(O)Cn1cc(C=C2C(=O)NC(=O)NC2=O)c2ccccc21	4.8%	25.3%	20.5%	>100µM*	2.3%	2.2%	22.2%	4.2%	.
O=C(Nc1ccc(Br)cc1)c1nn(C23CC4CC(CC(C4)C2)C3)cc1Br	1.2%	4.0%	10.6%	-0.7%	1.2%	0.8%	11.2%	-4.0%	0.0%
Cc1cccc(N=Cc2c(O)n(-c3ccccc3C)c(=O)[nH]c2=O)c1	1.8%	?	-2.2%	-11.0%	-4.7%	0.1%	0.3%	-1.3%	-3.9%
Cc1ncc(CN2CCCC(C(=O)c3cccc(Cl)c3)C2)s1 (configuration not stated)	-0.9%	0.5%	13.4%	-6.9%	-9.1%	0.9%	5.6%	12.7%	-5.0%
CCC(=NCc1ccc2c(c1)OCO2)c1c(O)n(C)c(=O)n(C)c1=O	1.3%	-1.0%	16.8%	-9.7%	-3.9%	2.8%	11.0%	-0.7%	-1.6%

A section of the results above, for reference:
SMILES	HIV fusion peptide	AID2073	SV40 large T antigen	NS5 inhibitors	LYP inhibition	RSV antiviral HEp-2	Rac1 GTP hydrolysis	Siah-1 displacement	XIAP antagonists	others
c1cncc(CNCCc2c[nH]c3ccccc23)c1	1.8%	9.9%	-1.4%	-5.3%	0.7%	0.2%	-1.5%	-0.1%	-5.1%
O=C(O)Cn1cc(C=C2C(=O)NC(=O)NC2=O)c2ccccc21	4.8%	25.3%	20.5%	>100µM*	2.3%	2.2%	22.2%	4.2%	.
O=C(Nc1ccc(Br)cc1)c1nn(C23CC4CC(CC(C4)C2)C3)cc1Br	1.2%	4.0%	10.6%	-0.7%	1.2%	0.8%	11.2%	-4.0%	0.0%
Cc1cccc(N=Cc2c(O)n(-c3ccccc3C)c(=O)[nH]c2=O)c1	1.8%	?	-2.2%	-11.0%	-4.7%	0.1%	0.3%	-1.3%	-3.9%
Cc1ncc(CN2CCCC(C(=O)c3cccc(Cl)c3)C2)s1 (configuration not stated)	-0.9%	0.5%	13.4%	-6.9%	-9.1%	0.9%	5.6%	12.7%	-5.0%
CCC(=NCc1ccc2c(c1)OCO2)c1c(O)n(C)c(=O)n(C)c1=O	1.3%	-1.0%	16.8%	-9.7%	-3.9%	2.8%	11.0%	-0.7%	-1.6%

More structures follow:
SMILES	HIV fusion peptide	AID2073	SV40 large T antigen	NS5 inhibitors	LYP inhibition	RSV antiviral HEp-2	Rac1 GTP hydrolysis	Siah-1 displacement	XIAP antagonists	others
Cc1cc(C=O)c(C)n1CC1CCCO1 (configuration not stated)	2.8%	-1.5%	-2.4%	4.0%	-11.2%	1.7%	-0.1%	5.0%	-4.4%
CN(C)C(=O)Oc1ccc(-c2cn3cc(Cl)ccc3n2)cc1	-0.5%	-0.2%	9.3%	-7.0%	3.6%	2.3%	1.4%	0.1%	0.0%
Cc1ccc(CNC2=NCCS2)cc1	-1.0%	-5.1%	8.0%	-3.9%	-7.7%	-1.3%	6.8%	-2.9%	.
COc1ccc(-c2nc(CSCC(=O)N3CCC4(CC3)OCCO4)c(C)o2)cc1OC	-0.9%	-3.7%	1.9%	-7.8%	4.6%	0.7%	4.6%	-0.1%	-3.6%
CN1CCC(C)(O)C2CCCCC21 (configuration not stated)	-1.3%	-10.3%	-0.7%	-7.6%	-5.5%	0.1%	7.7%	-3.0%	-5.0%
O=C1C(Cc2cnc[nH]2)NC(=S)N1c1ccccc1 (configuration not stated)	1.6%	1.7%	-0.4%	6.2%	-12.4%	10.4%	6.0%	13.9%	.
C=CCn1c(O)c(C(C)=NCCO)c(=O)[nH]c1=O	-2.4%	10.8%	1.3%	-4.0%	-5.2%	5.2%	4.3%	6.3%	-4.7%
CCCCC(=O)N/N=C/c1c(O)n(CCc2ccc(OC)c(OC)c2)c(=O)[nH]c1=O	14.5%	15.3%	2.7%	-1.8%	0.0%	3.5%	12.3%	-9.9%	-3.2%
CCc1ccc(CNCCc2ccc(F)cc2)cc1	13.0%	-3.7%	3.3%	1.5%	-2.8%	-1.4%	9.6%	-3.5%	-9.4%
Cc1cc(C)nc(/N=C(\N)c2c(O)[nH]c(=O)[nH]c2=O)n1	-1.0%	36.6%	22.0%	2.6%	-0.2%	2.9%	4.7%	8.7%	-1.5%
C[N+](C)(C)Cc1ccccc1	-0.3%	-2.1%	8.7%	-1.5%	-8.0%	1.4%	3.7%	2.3%	-9.6%
NP(=O)(OCCCc1ccccc1)Oc1ccccc1 (configuration not stated)	-0.6%	4.3%	16.0%	-8.0%	-9.4%	-1.1%	0.7%	-2.2%	.
